phage Ecoli inh – growth loss of phage-infected E. coli, primary screen, RecBCD inhibitor project, absorbance, with phage, HTS; 0.26% of 360,000 active; inhibition, % at 11.9 µM; in the data active means inhibition above about 11%
HTR5A ag – HTR5A agonists in luminescence cell assay, primary screen, counter-screen for OPRM1-OPRD1 heterodimer agonist project, full-deck HTS; activation, % at 9.3 µM; 5-hydroxytryptamine receptor 5A (Homo sapiens), P47898; cell-based; AID 504692, 2011; 0.61% of 340,000 active; in the data active means activation mostly above about 9.5%, no sharp cut-off; inactive means mostly below about 7.6%;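 further: 0% = cells with vehicle only and 100% = reference agonist; strong numbers were not always called active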
Target sequence (P47898 whole entry, looked up): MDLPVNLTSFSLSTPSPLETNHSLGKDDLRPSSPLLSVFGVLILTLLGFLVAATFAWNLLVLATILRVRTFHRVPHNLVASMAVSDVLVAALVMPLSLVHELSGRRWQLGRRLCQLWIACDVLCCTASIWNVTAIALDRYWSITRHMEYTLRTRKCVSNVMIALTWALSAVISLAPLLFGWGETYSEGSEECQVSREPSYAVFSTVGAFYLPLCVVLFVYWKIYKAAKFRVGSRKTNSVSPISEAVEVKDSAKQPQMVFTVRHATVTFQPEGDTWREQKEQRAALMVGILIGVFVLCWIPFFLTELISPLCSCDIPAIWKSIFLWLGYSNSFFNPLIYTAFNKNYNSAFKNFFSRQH
Tat transport – E. coli Tat export inhibitors, primary screen, MC4100, TorA-mCherry reporter, fluorescence, single point; 0.036% of 340,000 active; inhibition, % at 10 µM; AID 488895, 2010;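 active means mean replicate inhibition at least 50% and at least half of replicates individually reaching 50%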;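 further: exported cargo escapes ClpAP degradation while cytoplasmic cargo is degraded and loses fluorescence; 0% = median of neutral control wells and 100% = median of NaSCN control wells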
SUMO Mot1 rescue – yeast Mot1-301 growth rescue at high temperature, primary screen, SUMOylation pathway inhibitor project, S. cerevisiae, ATP luminescence, 38.5C. S. cerevisiae Mot1-301 growth rescue; percent above DMSO median, 100 means doubled. 1% of 320,000 active. growth rescue, % at 18.8 µM;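 active means every valid replicate shows activation above 250% relative to neutral control wells; inactive means the rest, any valid replicate at or below 250%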;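 further: OY570 slx delta 5 strain wells were the positive control but not used for scaling; some compounds called inactive have numbers as strong as hits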
DAGLB inh – DAGLB lipase inhibitors, primary screen, biochemical, fluorescence, HTS; 0.059% of 340,000 active; HEK293T DAGLB membrane lysate, EnzChek fluorogenic substrate; Diacylglycerol lipase-beta (Homo sapiens), Q8NCG7; inhibition, % at 5.17 µM; in the data active means inhibition above about 34%;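 further: 0% = enzyme with vehicle and 100% = wells lacking enzyme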
AddAB inh – growth inhibition of E. coli expressing H. pylori AddAB, primary screen, AddAB inhibitor project, absorbance; AID 435030, 2010; inhibition, % at 11.9 µM; 0.29% of 330,000 active; in the data active means inhibition above about 12%;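 further: 0% = vehicle wells of infected cells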
PKA-R1A activ – activators of PKA-R1A holoenzyme, primary screen, biochemical, fluorescence polarization, Cy5-IP20, bovine R1A, mouse PKAc; cAMP-dependent protein kinase type I-alpha regulatory subunit (Bos taurus) + …; PKA-R1A dissociation; scaled: DMSO 0%, 113 µM cGMP 100%; activation, % at 11.4 µM; 0.083% of 340,000 active; AID 504707, 2011;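 active means percent activation above the mean of all tested compounds plus 3 SD, cut at about 19% in these data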;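 further: higher means more PKAc released from R1A so a rise in polarization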
E coli growth – E. coli V3065 growth inhibition, primary screen, counter-screen for AddAB inhibitor project, absorbance, OD600; AID 449728, 2010; inhibition, % at 11.9 µM; 0.27% of 330,000 active; 18 h;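 active means inhibition above the campaign's mean inhibition across all tested compounds plus 3 SD, cut at about 9.9% in these data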;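 further: uninfected addAB+ strain grown without phage in ampicillin broth; 0% = DMSO wells and 100% = ciprofloxacin 0.95 µg/ml wells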
HTR5A inv ctr – HTR5A inverse agonists in luminescence cell assay, primary screen, counter-screen for OPRM1-OPRD1 heterodimer inverse agonist project, full-deck HTS; 5-hydroxytryptamine receptor 5A (Homo sapiens), P47898; HTR5A cell line, inverse agonism; inhibition, % at 9.3 µM; 0.083% of 340,000 active; AID 504634, 2011; in the data active means inhibition mostly above about 23%, no sharp cut-off; inactive means mostly below about 18%;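 further: 0% = cells with DMSO and 100% = no-cell wells with DMSO; some compounds called inactive have numbers as strong as hits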
PKA-R2B act – activators of PKA-R2B holoenzyme, primary screen, biochemical, fluorescence polarization, Cy5-IP20, human; AID 504700, 2011; PKA-R2B holoenzyme dissociation; R2B truncated from residue 108, S112A mutant; 0% DMSO only, 100% 113 µM cGMP; cAMP-dependent protein kinase catalytic subunit beta (Homo sapiens) + cAMP-dependent …; 0.079% of 340,000 active; activation, % at 11.4 µM;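 active means activation above a cutoff set at the mean over all compounds plus 3 SD, cut at about 18% in these data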;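 further: higher means more holoenzyme dissociation and a rise in polarization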
Target sequence (P31323 whole entry, looked up, other chains not shown, the tested form may be a part): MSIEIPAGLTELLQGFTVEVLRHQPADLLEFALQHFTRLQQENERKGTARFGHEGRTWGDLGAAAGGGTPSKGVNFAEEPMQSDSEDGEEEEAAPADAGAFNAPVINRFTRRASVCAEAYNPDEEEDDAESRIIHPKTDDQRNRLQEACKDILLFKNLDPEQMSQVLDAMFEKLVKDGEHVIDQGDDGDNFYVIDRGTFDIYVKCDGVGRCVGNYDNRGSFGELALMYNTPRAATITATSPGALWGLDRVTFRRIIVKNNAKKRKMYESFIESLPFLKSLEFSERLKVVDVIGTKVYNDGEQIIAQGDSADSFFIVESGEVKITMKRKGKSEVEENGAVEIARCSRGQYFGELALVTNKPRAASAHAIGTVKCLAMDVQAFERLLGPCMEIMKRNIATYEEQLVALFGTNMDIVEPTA
CDK5 inh – inhibitors of human CDK5/p35 kinase, primary screen, biochemical, single concentration; AID 488839, 2010; 0.01% of 330,000 active; Recombinant CDK5/p35, ADP-Glo luminescence, 60 min; inhibition, % at 10 µM; Cyclin-dependent kinase 5 (Homo sapiens) + Cyclin-dependent kinase 5 activator 1 (Homo …;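 active means highest replicate inhibition of at least 50% and at least 75% of replicates reaching 50%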;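 further: plate controls were DMSO neutral control for no effect and GW8510 at 10 µM for full effect; many of its hits are not listed in these tables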
* hit, by the source's call; x = no result given.

Results follow in this order: DAGLB inh, HTR5A inv ctr, AddAB inh, SUMO Mot1 rescue, HTR5A ag, PKA-R2B act, PKA-R1A activ, CDK5 inh, E coli growth, Tat transport, phage Ecoli inh
> CCCN(CCC)C(=O)C1CC(=O)OC12CCCCC2 (stereo not drawn)
 : x, x, 2.2, -11, x, x, x, 1.0, -1.5, -1, 5.0
> Cc1onc(-c2ccccc2Cl)c1C(=O)Nc1ccc(-n2nncc2C(C)(C)C)cc1
 : 1, -2, 0.3, -6, 3, 0, -2, -0.4, 0.2, 8, 1.9
> CCOC(=O)c1c(NC(=O)COC(=O)/C=C/c2ccco2)sc2c1CC(C)(C)NC2(C)C
 : -1, 3, -1.0, -14, -1, -2, -12, 0.4, -1.5, 5, 1.1
> OCC[C@H]1C[C@@H](O)[C@H](O)[C@@]2(OCCc3ccccc32)O1
 : -3, -12, 3.4, 22, 5, 1, -4, -0.4, -3.7, -8, 4.0
> CCc1cccc(C)c1NC(=S)N(CCCN1CCOCC1)Cc1cccnc1
 : -2, -7, 1.4, 4, 3, -3, 9, -5.6, -0.4, 3, 3.1
> CSCCC(NC(=O)c1cccc(C)c1)C(=O)NCc1cccs1 (stereo not drawn)
 : -1, -8, 1.0, 6, 3, -6, -11, -0.3, 1.1, 2, 1.5
> OC(CN1CCCC(C(F)(F)F)C1)c1ccccc1 (stereo not drawn)
 : -2, -3, 4.1, 44, 1, -4, 0, 0.2, -0.4, 0, 3.3
> COC(=O)c1ccc(Cl)c(NC(=O)NC2CCCCC2)c1
 : -2, 3, 2.2, x, -1, 0, -10, -0.6, -1.0, 10, 2.5
> CC(C)CC(=O)NC(=S)N(Cc1ccccc1)Cc1ccccc1
 : -4, 25, 0.5, 35, 0, -11, -5, x, -1.6, 2, -2.0
> O=C(Nc1ccc(-c2noc(CCc3ccccc3)n2)cc1)c1ccco1
 : -5, -9, 4.2, -19, -2, -6, 1, 2.2, 0.9, 3, 2.5
> S=C(Nc1nc2c(s1)CCCC2)NC1CC1
 : 2, 6, x, -9, 1, 6, -8, -0.1, x, -1, -1.1
> CCN(CC)CCNC(=O)c1ccc(NC(=O)COc2ccccc2F)cc1
 : 1, -6, 1.3, 137, 2, -6, -8, 0.6, 1.6, 3, 2.3
> CCN(CC(=O)Nc1ccc(NC(C)=O)cc1)C(=O)c1cc2c(s1)CCCCC2
 : 2, 17, 0.8, -2, 0, -12, -6, 0.9, -4.5, -4, 3.1
> C=C1C[C@@]23CCC4[C@@](C)(CCC[C@@]4(C)C(=O)O)C2CC[C@]1(O)C3 (stereo partly drawn)
 : 0, 6, 3.9, 95, 5, 2, 2, -2.0, 1.7, -1, 1.9
> N#CCSc1ccc2nc(-c3ccccc3)cn2n1
 : 0, 2, 1.1, -9, 1, -4, -7, 1.7, -0.6, 0, 2.5
> CCOc1cc(Br)c(CN2C(=O)NC3(CCCCCC3)C2=O)cc1OCC
 : -2, 7, 2.5, -25, 7, -3, 4, 0.3, -1.5, 6, 1.2
> COC(=O)c1ccc(/C=C2\SC(=S)N(CCCC(=O)N3CCOCC3)C2=O)cc1
 : 1, -1, x, x, 0, -7, 6, -0.4, x, -3, -0.3
> c1ccc(Nc2nc3ccccc3n3nnnc23)cc1
 : -3, 1, -0.5, -2, 3, -3, -2, -1.3, -1.6, -3, 4.8
> O=C(CSc1ncn(-c2ccccc2)n1)Nc1nncs1
 : -1, -17, -0.9, -1, 6, 0, -12, 0.3, 0.9, -6, 2.8
> COc1ccccc1CNC(=O)C1CC2Cn3c(nc4cc5ccccc5cc43)C2N1C (stereo not drawn)
 : 0, 5, 1.4, 1, -5, 2, 0, 0.1, -1.7, 2, 0.8
> Cc1ccc(-c2cc(C(F)F)n3ncc(C(=O)NCc4ccco4)c3n2)cc1
 : -3, -5, 1.2, -11, 3, 1, 1, -0.7, 0.7, -12, 2.1
> COc1ccc(CCN2C(=O)CC(N3CCN(S(=O)(=O)c4ccccc4)CC3)C2=O)cc1 (stereo not drawn)
 : -2, -11, 3.6, -1, 4, 4, -10, -6.8, -0.2, -6, -0.6
> CCOC(=O)C1=C(C)N=C2SC(C(=O)OC)=CC(=O)N2C1c1cc(OC)c(OC)c(OC)c1 (stereo not drawn)
 : 1, -23, -1.8, -10, 0, -5, -4, 0.7, -0.3, 7, 1.7
> Cc1cc(/C=N/n2cnnc2)c(C)n1-c1ccc2c(c1)OCO2
 : -1, -5, 0.8, 30, 2, -7, -2, 0.3, 0.2, -5, 1.2
> Nc1ccc(Sc2ccccc2Cl)nc1
 : -1, 2, 6.4, 11, -1, 3, -13, 0.6, 1.3, 0, 2.5
> CC(C)CNC(=O)C1CC(=O)OC12CCCCC2 (stereo not drawn)
 : 4, 4, 2.6, 39, -1, -4, 1, 2.0, -0.1, -2, 1.8
> CCn1c(CC(=O)Nc2cccc(Cl)c2Cl)nnc1SCCOc1ccc(OC)cc1
 : 0, 1, 0.6, -12, 6, -11, 3, -1.4, -0.2, 3, x
> Cc1ccccc1CC(=O)c1ccc(O)c(C)c1O
 : -1, -2, 4.8, 23, 1, -8, -2, -0.1, -2.0, -2, 1.7
> C=CCOc1ccc(/C=N/Nc2ccccn2)cc1OC
 : 3, 7, 1.4, 0, -3, 14, -1, 2.3, 1.9, 6, 2.4
> CSc1nnc(-c2cccn(Cc3cccc(Cl)c3)c2=O)o1
 : 1, 4, 0.3, 104, -2, 2, 3, 1.0, -3.0, 0, 1.8

Another view of 3 compounds above.
canonical_smiles	DAGLB inh	HTR5A inv ctr	AddAB inh	SUMO Mot1 rescue	HTR5A ag	PKA-R2B act	PKA-R1A activ	CDK5 inh	E coli growth	Tat transport	phage Ecoli inh
c1ccc(Nc2nc3ccccc3n3nnnc23)cc1	-3	1	-0.5	-2	3	-3	-2	-1.3	-1.6	-3	4.8
O=C(CSc1ncn(-c2ccccc2)n1)Nc1nncs1	-1	-17	-0.9	-1	6	0	-12	0.3	0.9	-6	2.8
COc1ccccc1CNC(=O)C1CC2Cn3c(nc4cc5ccccc5cc43)C2N1C (stereo not drawn)	0	5	1.4	1	-5	2	0	0.1	-1.7	2	0.8

Additional structures.
Results follow in this order: DAGLB inh, HTR5A inv ctr, AddAB inh, SUMO Mot1 rescue, HTR5A ag, PKA-R2B act, PKA-R1A activ, CDK5 inh, E coli growth, Tat transport, phage Ecoli inh
> COc1ccc(CC(=O)N/N=C(\C)c2cccnc2)cc1
 : -4, 11, -1.8, 44, 1, 1, -5, -1.5, -0.5, -1, -0.9
> CCN1CCN(CCC(=O)Nc2cc(OC)ccc2OC)CC1
 : 1, -11, 2.8, 2, 3, -5, 4, -1.4, 1.1, 7, 3.3
> COC(=O)c1cc(NS(=O)(=O)c2ccc(OC)c(OC)c2)ccc1Cl
 : -2, -21, -1.9, 11, 6, -5, -4, 0.4, 1.3, -5, -0.5
> Cc1nc(SC(C(=O)c2ccccc2)c2ccccc2)nc2ccccc12 (stereo not drawn)
 : -2, 15, -1.4, -6, -4, -10, 2, 0.3, -1.9, -7, 3.3
> CC(C)n1c(NCc2ccc(N(C)C)cc2)nc2ccccc21
 : 2, 7, 1.8, -16, -3, 3, 2, -0.1, -4.2, 0, 2.5
> O=C(NCCCn1ccnc1)/C(=C\c1cccnc1)NC(=O)c1ccccc1F
 : 1, 17, 1.7, -11, -3, -5, 0, -2.3, 1.0, -3, 1.6
> O=C(CN1CCCCCC1)N1c2ccccc2Sc2ccccc21
 : -3, -12, 4.5, -23, -4, -7, -5, -1.0, 0.8, 3, 4.5
> COc1cc2c(cc1OC)C(c1ccncc1)CC(=O)N2 (stereo not drawn)
 : -1, -12, 2.7, -12, 5, 5, 7, -0.6, 0.4, 3, -0.8
> CC(=O)Nc1ccc(S(=O)(=O)NCCC(=O)OCC(=O)NC(C)c2ccc(Cl)cc2)cc1 (stereo not drawn)
 : -3, -3, x, x, -1, 5, 8, -0.3, x, -6, 3.1
> O=S(=O)(NC1CCCCC1N1CCN(c2cccc(Cl)c2)CC1)c1ccccc1 (stereo not drawn)
 : -18, 11, 2.3, -22, -3, 3, -4, -0.7, 4.7, 10, x

Results in HTR5A ag and phage Ecoli inh, for 3 of the compounds above:
Structure,HTR5A ag,phage Ecoli inh
COc1cc2c(cc1OC)C(c1ccncc1)CC(=O)N2 (stereo not drawn),5,-0.8
CC(=O)Nc1ccc(S(=O)(=O)NCCC(=O)OCC(=O)NC(C)c2ccc(Cl)cc2)cc1 (stereo not drawn),-1,3.1
O=S(=O)(NC1CCCCC1N1CCN(c2cccc(Cl)c2)CC1)c1ccccc1 (stereo not drawn),-3,x

Other structures.
Results follow in this order: DAGLB inh, HTR5A inv ctr, AddAB inh, SUMO Mot1 rescue, HTR5A ag, PKA-R2B act, PKA-R1A activ, CDK5 inh, E coli growth, Tat transport, phage Ecoli inh
> CC(C)CC(COCc1cccc(Cl)c1)N1CCN(C(=O)c2cccc(C(F)(F)F)c2)CCC1=O (stereo not drawn)
 : -8, -13, 4.2, 56, -1, -14, -2, -1.7, -0.9, 14, 2.3
> O=S(=O)(/C=C/c1ccccc1)N1CCN(c2ccc(F)cc2)CC1
 : -6, 24, -1.9, -18, 0, -7, -5, -2.1, 1.1, -4, 3.8
> COc1ccc(C2=CC(=O)C[C@H](c3ccc(Cl)cc3)C2)cc1
 : -21, -9, 1.7, -18, 6, -1, 10, -5.4, -1.1, 12, 2.1
> FC(F)(F)c1nc2cc3nc4ccccc4[nH]c3cc2n1
 : 7, 4, -2.0, -2, 3, -2, -6, 0.7, -1.6, -5, -2.5
> CCCc1cc(=O)[nH]c(SCC(=O)Nc2ccc(Cl)c(S(=O)(=O)N3CCOCC3)c2)n1
 : 4, -3, 1.4, x, 1, -12, 5, -0.6, -0.3, 0, 1.3
> O=S1(=O)CCN2C=C(Br)C=C(Br)C2=N1
 : 1, -10, 1.1, -11, 4, -12, 3, -5.4, -0.3, 4, 4.4
> COc1ccccc1N1CCN(c2ccc([N+](=O)[O-])cn2)CC1
 : -2, 8, 1.0, 55, 6, -2, -12, -5.0, -1.7, 8, 1.8
> O=C1C2ON(c3ccccc3)C(c3ccncc3)C2C(=O)N1c1ccc(Br)cc1 (stereo not drawn)
 : 2, -12, 2.3, -3, 4, 5, -7, 2.3, 0.1, 3, 0.3

Assay outcomes as filed in PubChem BioAssay.

Rows were taken by chance. Share with any hit: about 2.3%.
